Source: PubChem (National Center for Advancing Translational Sciences (NCATS))
p53null 32C kill: selectivity test: cytotoxicity in p53 null cells, permissive temperature; H1299-neo p53 null cells, ATP luminescence, 24 h, 32C; Potency, µM (highest dose often 46.1 µM), for the others: at the top dose activity change, negative = cytotoxicity, most hits filed as cytotoxic; hit rate 0.62% among 55,000;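 note: potency is the fitted concentration of half-maximal effect; 0% = DMSO only and -100% = full killing by 100 µM tamoxifen; nearly all actives have a fitted effect of over 55% in size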
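H1299-neo (p53-null) cells, 600/well, were pre-incubated overnight at 37C, then exposed to compounds at up to 46 uM for 24 hr at 32C. Viability was measured as ATP content by luminescence, and AC50 values came from Hill fits.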
PTAP-TSG101 blk: TSG101-PTAP interaction inhibition, HIV-1 budding | Q99816 | Fluorescence polarization, FITC-PTAP peptide/Tsg101, 20 min | Potency, µM (top dose mostly 115 µM), inactives show at the top dose activity change, negative = inhibition, actives largely listed as inhibitors | 44,000 tested, under 10 active; note: potency is the fitted concentration of half-maximal effect; 0% is about no effect
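The Tsg101 binding domain, at 10 uM final, is mixed with compound and a FITC peptide bearing the PTAP motif (50 nM final). After 20 min at r.t., polarization is measured; actives defined by CRC class, efficacy cut-off 60% inhibition.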
NTMT1 inh: NTMT1 methyltransferase inhibition. NTMT1 MTase-Glo SAH luminescence, purified enzyme. Potency, µM (doses to about 114 µM), inactives show at the top dose activity change, negative = inhibition, usual class: inhibitors. hit rate 2.5% among 59,000;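 note: potency is the fitted concentration of half-maximal effect; plate controls were DMSO vehicle for no effect and no enzyme for full effect; nearly all actives have a fitted effect of over 65% in size; many of its hits are not listed in these tables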
Target sequence (Q9BV86 whole entry, looked up): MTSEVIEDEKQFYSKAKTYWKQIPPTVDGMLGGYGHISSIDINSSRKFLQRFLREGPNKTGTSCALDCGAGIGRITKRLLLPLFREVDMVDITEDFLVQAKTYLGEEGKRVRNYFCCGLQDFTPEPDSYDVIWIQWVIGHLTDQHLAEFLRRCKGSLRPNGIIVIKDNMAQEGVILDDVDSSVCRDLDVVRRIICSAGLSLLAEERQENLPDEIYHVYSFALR
FH mod: Identification of activators of human fumarate hydratase by quantitative high-throughput screening | FH coupled MDH/diaphorase resazurin fluorescence, 15 min | Potency, µM (top dose mostly 79.9 µM), for inactives: at the highest dose activity change, negative = inhibition, actives largely listed as inhibitors | hit rate 0.22% among 54,000 | Fumarate hydratase, mitochondrial (Homo sapiens), P07954; note: potency is the fitted concentration of half-maximal effect; % is set by controls: 0 for no effect and ±100 for the full control effect; the screen sought activators but most active calls are inhibition curves; nearly all actives have a fitted effect of over 45% in size
B2AR arrestin ag: agonists recruiting beta-arrestin to human beta2-adrenergic receptor. HTLA Tango cells, beta-arrestin recruitment, luciferase luminescence, 18 h. Potency, µM (titrated, usually from 46.1 µM), without a hit: at the highest dose activation, actives largely listed as activators. 44,000 tested, under 10 active;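 note: potency is the fitted concentration of half-maximal effect; 0% = DMSO and full agonism = EC100 isoproterenol or metaproterenol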
Target sequence (P07550 whole entry, looked up): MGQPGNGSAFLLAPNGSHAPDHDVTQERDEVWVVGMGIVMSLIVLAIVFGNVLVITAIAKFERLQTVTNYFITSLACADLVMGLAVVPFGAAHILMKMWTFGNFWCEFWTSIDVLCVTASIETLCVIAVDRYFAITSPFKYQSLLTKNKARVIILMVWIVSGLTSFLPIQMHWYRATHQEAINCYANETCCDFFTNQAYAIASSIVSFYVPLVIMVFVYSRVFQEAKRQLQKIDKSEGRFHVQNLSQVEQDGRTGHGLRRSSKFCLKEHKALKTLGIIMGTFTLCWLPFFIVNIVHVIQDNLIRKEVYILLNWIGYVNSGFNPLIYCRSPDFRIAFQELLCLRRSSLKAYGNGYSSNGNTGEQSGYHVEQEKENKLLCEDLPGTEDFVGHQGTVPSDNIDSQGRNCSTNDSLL
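Tango cell line, 1% FBS DMEM; cpd titration up to 46 microM; 18 hr, 37 degrees C, 5% CO2. Luciferin/ATP substrate mix added, 15 min RT, luminescence. %Activity, CRC fitting, curve-class categorization.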
GALK inhibitor: inhibitors of human galactokinase (GALK). recombinant GALK, Kinase-Glo ATP luminescence, 1 h. Potency, µM (top dose mostly 57.5 µM), inactives show at the top dose activity, negative = inhibition, hits mostly inhibitors. 44,000 tested, under 10 active;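 note: plate controls were full GALK reaction for no effect and reaction lacking GALK for full effect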
Target sequence (P51570 whole entry, looked up): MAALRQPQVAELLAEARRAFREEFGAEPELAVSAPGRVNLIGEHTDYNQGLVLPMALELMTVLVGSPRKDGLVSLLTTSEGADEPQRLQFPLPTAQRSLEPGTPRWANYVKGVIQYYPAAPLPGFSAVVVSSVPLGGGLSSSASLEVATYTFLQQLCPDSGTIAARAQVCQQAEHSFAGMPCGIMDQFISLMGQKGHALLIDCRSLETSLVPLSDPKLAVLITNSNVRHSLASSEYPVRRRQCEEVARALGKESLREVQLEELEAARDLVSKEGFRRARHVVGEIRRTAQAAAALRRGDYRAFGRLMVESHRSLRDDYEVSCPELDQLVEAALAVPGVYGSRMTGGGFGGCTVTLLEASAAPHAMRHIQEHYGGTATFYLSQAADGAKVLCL
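Reactions with and without enzyme served as controls. GALK at 5 nM phosphorylates 100 uM galactose using 35 uM ATP (HEPES pH 8.0, Mg2+) for 1 h at RT, with luminescence read 10 min after adding Kinase-Glo Plus.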
p53null 39C kill: selectivity test: cytotoxicity in p53 null cells, nonpermissive temperature | AID 904 | H1299 p53-null (neo) cells, 39C, ATPlite viability, 24 h | hit rate 0.97% among 55,000 | Potency, µM (series often up to 46.1 µM), for inactives: top-dose activity, negative = cell killing, usual class: cytotoxic;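 note: potency is the fitted concentration of half-maximal effect; 0% = DMSO only and -100% = full killing by 100 µM tamoxifen; nearly all actives have a fitted effect of over 50% in size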
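Cells seeded at 600/well, 37C overnight. Compound added (up to 46 uM), plates shifted to 39C for 24 hr. ATPlite added, luminescence read after 20 min at room temperature.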
Active calls of the source: *; ? = inconclusive; . = no result given; [ ] = dose if it differs, or a comment. Calls come from the whole dose curve; as a rule, active = well fitted curve in the direction sought with a large enough effect; inconclusive = small, poorly fitted or top-dose-only effect, or another doubt; inactive = no such curve, though single readings can be large; an effect the other way counts as inactive or inconclusive. These rows are one share of the data; rates above refer to the full screens.

SMILES	p53null 32C kill	PTAP-TSG101 blk	NTMT1 inh	FH mod	B2AR arrestin ag	GALK inhibitor	p53null 39C kill
CCn1c(SCc2ccccc2C)nc(=O)c2c(C(=O)OC)cc(C3CC3)nc21	39.0%[activator]	-8.0%	-12.3%	-20.8%	1.7%	0.4%	82.3%[activator]
Cc1ccc(CNC(=O)c2cn(C)c3ccc(S(=O)(=O)N4CCOCC4)cc3c2=O)cc1	9.2%	-1.3%	-12.6%	-22.2%	-0.4%	7.9%	?
Cc1ccc(CNC(=O)c2ccc3oc(=O)n(Cc4ccccc4)c3c2)cc1	-1.1%	-0.3%	16.9%	-15.9%	1.3%	-1.1%	27.5%
Cc1cc(C)cc(C(=O)NCCc2csc(-c3ccc(C(F)(F)F)cc3)n2)c1	0.8%	-8.6%	-4.3%	?	4.0%	-6.8%	20.3%
CCNC(=O)c1c(NC(=O)COc2ccc(F)cc2)sc2c1CCCC2	1.3%	-0.7%	8.6%	1.3%	-2.0%	0.1%	-6.3%
CCC1CCc2nc3sc(C(=O)Nc4cccc(C(F)(F)F)c4)c(N)c3cc2C1 (configuration not stated)	-6.8%	-1.1%	-0.1%	-4.0%	0.6%	-0.2%	-8.4%
Cc1cccc(NC(=O)CN2C(=O)C(c3ccc(F)cc3)=NC23CCCCCC3)c1	27.7%	-1.8%	7.1%	-31.8%	-2.9%	3.9%	10.6%
COc1cc2oc(=O)c(CC(=O)NCCc3ccccc3)c(C)c2cc1Cl	-0.5%	-1.1%	.	.	-0.9%	7.8%	-27.7%
CCOc1ccc(N(CC)S(=O)(=O)N2CCCC(C(=O)NCCc3ccc(OC)cc3)C2)cc1 (configuration not stated)	11.3%	-5.8%	5.1%	-3.7%	0.4%	1.4%	-4.9%
CC1Cn2cc(C(=O)Nc3cccc(C(F)(F)F)c3)c(=O)c3c(Cl)ccc(c32)O1 (configuration not stated)	-3.1%	0.4%	-1.3%	-17.5%	0.9%	-0.3%	-1.9%
NC(=O)Cn1c(=O)n(CCCCCC(=O)NCc2ccc3c(c2)OCO3)c(=O)c2sccc21	6.7%	-7.7%	-12.5%	-9.1%	1.1%	5.7%	-18.2%
O=C(CSc1nnc(-c2ccccc2F)o1)N1CCc2ccccc21	-8.3%	-2.0%	7.7%	-0.5%	1.9%	1.8%	-6.1%
Cc1nc2c3ccccc3nc(NNC(=O)CCC(=O)O)n2n1	-0.2%	-1.8%	0.0%	-2.0%	-0.3%	10.1%	-2.2%
CC(=O)c1ccc(N2CCN(c3ncnc4c3nc3n4CCCC3)CC2)cc1	-3.9%	0.5%	1.1%	-21.5%	-0.9%	-0.8%	-15.6%
CCn1nc(-c2ccccc2)c(-c2ccccc2)c(C(=O)Nc2ccc(S(N)(=O)=O)cc2)c1=O	0.2%	-6.2%	1.6%	-4.8%	0.1%	0.3%	-13.7%
CCOc1ccc(C2C(=O)N(C3CCCCCC3)CC(=O)N2Cc2ccc(F)cc2)cc1OC (configuration not stated)	-1.5%	-3.1%	.	.	2.3%	0.5%	12.1%
COc1ccc(Cn2c(SCc3ccc(C(=O)NCc4cccs4)cc3)nc3ccncc32)cc1	-4.0%	-1.5%	15.6%	18.6%	-0.1%	-1.9%	-21.5%
Cc1cc(C(=O)Nc2cccc(C(F)(F)F)c2)c2c(C)nn(-c3cccc(F)c3)c2n1	33.4%[activator]	-0.1%	-3.0%	-24.1%	0.1%	0.4%	12.0%
CCN(CCCNC(=O)c1cc2c(=O)[nH]c3ccc(C)cc3c2s1)Cc1ccccc1	?	-5.1%	50.1µM*	?	0.0%	7.3%	?
CC(=O)c1ccc(NC(=O)c2cc3c(=O)oc4ccc(C)cc4c3s2)cc1	0.7%	3.0%	?	2.2%	0.4%	0.4%	-16.7%
COc1cc(OC)cc(C(=O)Nc2nnc3n2CCS3)c1	-0.5%	-0.4%	9.6%	?	1.2%	-1.2%	10.7%
CCOC(=O)C1CCCN(CC(=O)N2CCCc3c2c(=O)oc2ccc(OCc4ccccc4)cc32)C1 (configuration not stated)	-6.2%	-0.1%	12.3%	-18.9%	-2.1%	3.3%	26.1%
Cc1c(C(=O)NCCc2ccccc2)cccc1-n1cnc2cccnc21	-7.6%	-1.3%	11.6%	3.2%	2.2%	1.5%	29.9%
Cc1ccc(-c2nc3sc(CCNC(=O)c4ccc(F)c(F)c4)c(C)n3n2)cc1	-16.2%	0.5%	6.8%	0.4%	-1.9%	1.4%	13.4%
CC(=O)N1c2ccc(S(=O)(=O)NCCC(=O)Nc3ccc(Br)c(C)c3)cc2CC1C (configuration not stated)	5.6%	-2.0%	-1.1%	-15.0%	-0.1%	2.7%	1.2%
SMILES	p53null 32C kill	PTAP-TSG101 blk	NTMT1 inh	FH mod	B2AR arrestin ag	GALK inhibitor	p53null 39C kill
COc1ccc(CNC(=O)CCc2c(C)c3cc4c(C)coc4c(C)c3oc2=O)cc1OC	-0.8%	0.3%	4.3%	8.1%	-1.2%	0.9%	-18.7%
COc1ccc(CCNC(=O)CCc2c(C)nc3c(-c4ccc(F)cc4)c(C)nn3c2C)cc1OC	-1.0%	1.0%	-15.8%	-19.2%	0.8%	8.3%	5.1%
COCCCNC(=O)c1c(NC(=O)Cc2coc3c(C)c(C)ccc23)sc2c1CCCC2	?	0.5%	3.0%	-27.8%	-0.3%	7.8%	0.8%
COc1cccc(CNC(=O)CCCn2nc(C)n3c(cc4sccc43)c2=O)c1	-5.7%	-8.8%	-0.5%	1.3%	-1.3%	7.1%	-20.6%
CC(C)Cn1cc(NC(=O)N2CCN(c3cccc(Cl)c3)CC2)c2ccccc2c1=O	1.4%	-1.1%	3.7%	-0.3%	-0.9%	-0.4%	-28.5%
COc1cc(-c2noc(-c3cc4cc(F)ccc4oc3=O)n2)cc(OC)c1OC	1.4%	-0.2%	2.5%	6.7%	-0.2%	7.1%	1.7%
CCOc1ccc(NC(=O)CSc2nc3ccccc3nc2N2CCOCC2)cc1	9.3%	0.4%	-11.6%	-9.6%	0.1%	1.5%	-15.1%
O=C(Cn1nnnc1-c1ccccc1F)Nc1ccc(OC(F)(F)F)cc1	-2.0%	-3.4%	12.6%	-0.3%	0.1%	-1.5%	-15.7%
Cc1ccc(C2CCN(C(=O)Nc3ccc(Cl)c(Cl)c3)C2)cc1 (configuration not stated)	37.8%[activator]	0.7%	4.3%	-10.6%	2.6%	-1.3%	7.5%
COc1ccccc1CCNC(=O)c1cc2ccccn2n1	-29.7%	-9.5%	-1.8%	-16.0%	-0.1%	0.8%	?
CCc1nnc(SCc2nc(-c3ccc(OC)c(OC)c3)oc2C)c2cc3sc(C)cc3n12	-0.7%	-3.2%	9.1%	5.5%	-0.9%	?	-8.8%
CC1=C(C(=O)NCc2ccc(Cl)cc2)C2(CCCCC2)OC1=O	-1.8%	-5.8%	-19.7%	0.5%	-1.5%	-1.2%	8.0%
COc1ccc(-c2nc3ccccc3s2)cc1NC(=O)c1cc2ccccc2o1	-3.6%	-8.0%	12.5%	-29.7%	0.2%	4.0%	-15.5%
COc1ccc(CCNC(=O)Cn2c(=O)c3sccc3n(CC(=O)Nc3cccc(C(F)(F)F)c3)c2=O)cc1OC	0.8%	0.4%	14.2%	0.7%	0.5%	2.8%	6.9%
Oc1c(C(c2ccc(F)cc2)N2CCN(Cc3ccccc3)CC2)sc2nc(-c3ccco3)nn12 (configuration not stated)	-0.7%	-10.2%	23.3%	-11.8%	-1.7%	0.8%	8.4%
COc1ccc(OC)c(CNS(=O)(=O)c2ccc(-c3coc(C)n3)cc2)c1	-0.2%	-2.1%	-0.2%	-4.4%	1.1%	5.4%	20.7%
O=C1CC(c2ccccc2)Cc2[nH]c(=O)c(C(=O)Nc3cccc(Cl)c3)cc21 (configuration not stated)	3.0%	2.9%	14.0%	13.1%	0.5%	2.6%	-5.5%
CCCN(C(=O)c1nn(-c2ccc(C)cc2)c(=O)c2c1c1ccccc1n2C)c1ccccc1C	3.2%	-2.5%	9.2%	?	0.9%	1.2%	3.9%
CNS(=O)(=O)c1cn(CC(=O)Nc2ccc(OC)cc2OC)cc1S(=O)(=O)NC	1.0%	-7.4%	?	-4.3%	1.4%	-0.1%	6.6%
Cn1ncc2c(Nc3cccc(C#N)c3)ncnc21	10.3%	-1.3%	-20.9%	-12.4%	-0.2%	-0.6%	11.6%
Cc1ccc(NC(=O)CSc2c3c(nc4ccccc24)CCCC3)cc1F	72.7%[activator]	-4.5%	-3.5%	-21.4%	-0.1%	-2.1%	22.4µM*
Cc1ccc2scc(N3CCCCC3)c(=O)c2c1	10µM*	-3.8%	?	0.8%	-0.9%	-1.8%	12.6µM*
COc1ccc(Cn2c(CCC(=O)Nc3cccc(Cl)c3)nc3cccnc32)cc1	-4.7%	0.6%	-5.7%	21.9%	0.6%	3.3%	1.6%
Cc1ccc(-c2onc(C)c2C)cc1S(=O)(=O)Nc1ccccn1	-1.8%	-1.2%	11.9%	7.9%	-0.2%	0.7%	-19.6%
Cc1ccc(NC(=O)CSc2ncccc2C(=O)Oc2ccccc2Cl)cc1Cl	4.0%	4.8%	0.7%	-22.6%	2.1%	-0.8%	2.8%
CCc1ccc(NC(=O)CSc2nc3ccsc3c(=O)n2C(C)CC)cc1 (configuration not stated)	7.3%	-0.7%	-0.2%	-20.3%	-0.4%	1.7%	6.6%
Cc1ccc(Cn2ccnc2SCC(=O)Nc2ccc3c(c2)OCCO3)cc1	-5.6%	-0.3%	-0.3%	-10.7%	-1.0%	-2.6%	-2.9%

An excerpt from above in order of molar mass, highest first:
SMILES	p53null 32C kill	PTAP-TSG101 blk	NTMT1 inh	FH mod	B2AR arrestin ag	GALK inhibitor	p53null 39C kill
CC(C)Cn1cc(NC(=O)N2CCN(c3cccc(Cl)c3)CC2)c2ccccc2c1=O	1.4%	-1.1%	3.7%	-0.3%	-0.9%	-0.4%	-28.5%
CCOc1ccc(NC(=O)CSc2nc3ccccc3nc2N2CCOCC2)cc1	9.3%	0.4%	-11.6%	-9.6%	0.1%	1.5%	-15.1%
COc1cc(-c2noc(-c3cc4cc(F)ccc4oc3=O)n2)cc(OC)c1OC	1.4%	-0.2%	2.5%	6.7%	-0.2%	7.1%	1.7%
CC(=O)c1ccc(N2CCN(c3ncnc4c3nc3n4CCCC3)CC2)cc1	-3.9%	0.5%	1.1%	-21.5%	-0.9%	-0.8%	-15.6%

Quoted at random: 2 compounds from above, in no set order.
SMILES	p53null 32C kill	PTAP-TSG101 blk	NTMT1 inh	FH mod	B2AR arrestin ag	GALK inhibitor	p53null 39C kill
Oc1c(C(c2ccc(F)cc2)N2CCN(Cc3ccccc3)CC2)sc2nc(-c3ccco3)nn12 (configuration not stated)	-0.7%	-10.2%	23.3%	-11.8%	-1.7%	0.8%	8.4%
CNS(=O)(=O)c1cn(CC(=O)Nc2ccc(OC)cc2OC)cc1S(=O)(=O)NC	1.0%	-7.4%	?	-4.3%	1.4%	-0.1%	6.6%
